# Screening data deposited in PubChem BioAssay by The Scripps Research Institute Molecular Screening Center.
# DDE Tn7 FP inh: DD(E)-Tn7 binding inhibition, primary FP screen; inhibition, % at 8.3 µM; FP displacement of FITC-Tn7 peptide from fibrin DD(E); 0% = median of compound wells per plate; P02675; 0.13% of 370,000 active;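 active = inhibition above the mean of compounds falling within the control limits plus 3 SD of them, cut at about 14% in these data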;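 note: 0% = plate median of compound wells and 100% = 10 µM Aha-Tn7 peptide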
# Target sequence (P02675 whole entry, looked up): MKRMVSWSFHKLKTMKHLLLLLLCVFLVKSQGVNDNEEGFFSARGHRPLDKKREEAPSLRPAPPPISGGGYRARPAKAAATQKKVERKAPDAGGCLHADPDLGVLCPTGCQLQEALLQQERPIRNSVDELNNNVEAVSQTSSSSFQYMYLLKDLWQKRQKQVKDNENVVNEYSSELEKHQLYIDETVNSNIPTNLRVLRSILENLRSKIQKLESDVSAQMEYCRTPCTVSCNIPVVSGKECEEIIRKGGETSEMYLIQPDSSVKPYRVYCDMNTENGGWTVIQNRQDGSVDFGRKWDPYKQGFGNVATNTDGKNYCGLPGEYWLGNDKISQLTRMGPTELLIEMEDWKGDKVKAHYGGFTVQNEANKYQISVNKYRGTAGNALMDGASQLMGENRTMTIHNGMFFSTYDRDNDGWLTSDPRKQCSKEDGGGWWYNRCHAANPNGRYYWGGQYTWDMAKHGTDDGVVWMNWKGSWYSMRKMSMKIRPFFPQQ
#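 assay system = human clot-derived fibrin DD(E) complex | quantity = Fibrin-DD(E) at 2 µM final | timing = 10 min preincubation, 3 h with tracer, room temperature | signal = fluorescence polarization | measure = percent inhibition | benchmarks = high control wells with 10 µM unlabelled Aha-Tn7 peptide (full inhibition) | replicates = singlicate testing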
# Tn6 DDE FP: disrupts Tn6 cyclic peptide binding to fibrin D-Dimer-E complex | inhibition, % at 8.3 µM | Fibrin DD(E) TRITC-Tn6 fluorescence polarization displacement | 0.21% of 370,000 active;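 active = inhibition above a per-campaign cutoff: mean of compounds within control limits plus 3 SD, cut at about 15% in these data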;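 note: 0% = median of all compound wells on the plate and 100% = blocking peptide control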
# ASAP1 GAP inh: ASAP1 ArfGAP inhibition; AID 624377; 0.19% of 360,000 active; inhibition, % at 16.5 µM; Q9ULH1; ASAP1-stimulated ARF1 GTP hydrolysis, GDP FP detection; in the data active = inhibition above about 25%;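 note: 0% = vehicle with enzyme and substrate and 100% = no enzyme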
# UHRF1 MBD2 ctr: UHRF1 methyl-DNA binding inhibition; inhibition, % at 4.4 µM; UHRF1 binding to methylated oligo, TR-FRET; AID 687016; Q96T88; 0.75% of 370,000 active; in the data active = inhibition above about 21%;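 note: UHRF1 SRA domain binding a hemimethylated CpG hairpin DNA probe; 0% = median of test compound wells and 100% = reference inhibitor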
# KLK7 zymogen act: activates the human kallikrein-7 zymogen. P49862. purified proKLK7, EDANS-DABCYL substrate fluorescence; 100% is mature enzyme control, 0% vehicle. activation, % at 7 µM. 0.9% of 370,000 active. AID 652039;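 active = activation above the mean of all tested compounds plus 3 SD, computed per campaign excluding outliers beyond control limits, cut at about 13% in these data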
# Target sequence (P49862 whole entry, looked up): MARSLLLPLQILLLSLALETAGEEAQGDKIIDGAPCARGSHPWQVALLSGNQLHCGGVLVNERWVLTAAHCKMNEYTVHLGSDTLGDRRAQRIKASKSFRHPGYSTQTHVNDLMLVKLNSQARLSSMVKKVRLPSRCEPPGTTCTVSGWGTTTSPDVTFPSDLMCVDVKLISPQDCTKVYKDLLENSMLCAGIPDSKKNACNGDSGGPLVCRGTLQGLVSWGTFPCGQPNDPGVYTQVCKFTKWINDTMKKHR
# MBD2 DNA inh: blocks human MBD2 binding to methylated DNA; inhibition, % at 4.4 µM; 0.31% of 370,000 active; Q9UBB5; AID 686964; TR-FRET, MBD2 binding to methylated oligonucleotide; in the data active = inhibition above about 13%
# ADAM17 inh: inhibits human ADAM17; inhibition, % at 6.95 µM; AID 720648; recombinant ADAM17, EDANS/DABCYL FRET peptide cleavage; 0.83% of 370,000 active;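 active = inhibition above the mean of compounds lying between control limits plus 3 SD, set per campaign, cut at about 8.5% in these data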;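 note: 0% = DMSO-only wells as the low control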
# PLC-gamma1 inh: inhibitors of human phospholipase C gamma1. 0.84% of 370,000 active. inhibition, % at 12.2 µM. purified PLC-gamma1, fluorogenic substrate, fluorescence. AID 720700; in the data active = inhibition above about 9.5%
# PLC-beta3 inh: PLC-beta3 (human) inhibition, primary screen. Q01970. Purified PLC-beta3, fluorogenic substrate, fluorescence. inhibition, % at 12.2 µM. 0.18% of 370,000 active; in the data active = inhibition above about 11%;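 note: 0% = median of compound wells on plate and 100% = full blocker control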
# ARFGAP1 inh: rat ARFGAP1 inhibition. inhibition, % at 16.5 µM. Q62848. 0.26% of 360,000 active. AID 651572. Arfgap1-stimulated ARF1 GTP hydrolysis, GDP FP detection;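 active = inhibition above a per-plate limit, mean inhibition of low control wells plus 3 SD, cut at about 25% in these data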;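 note: 0% = DMSO wells with enzyme and 100% = wells lacking Arfgap1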
#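 Repeats: one replicate per compound; assay system: rat Arfgap1 catalytic domain, aa 1-136; times: enzyme reaction 120 min at 25 °C after 20 min preincubation; detection: FP of antibody-bound GDP Alexa 633 tracer, ex 620/em 688 nm; benchmarks: high control wells lacking Arfgap1, low control full reaction with DMSO; reagent: human ARF1(Δ1-17)-GTP substrate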
# Numbers without * were called inactive; i = inactive.
SMILES,DDE Tn7 FP inh,Tn6 DDE FP,ASAP1 GAP inh,UHRF1 MBD2 ctr,KLK7 zymogen act,MBD2 DNA inh,ADAM17 inh,PLC-gamma1 inh,PLC-beta3 inh,ARFGAP1 inh
CCc1c(-c2ccccc2)[n+](=O)c2c(n1[O-])CCC2,1,3,8,-4,-0.3,2,-2,3,0,-9
O=C(NCc1ccncc1)[C@@H]1CCCN1C(=O)[C@H]1CCCN1C(=O)c1ccccc1,-2,-1,2,6,-0.1,5,-5,-1,-1,3
CCOC(=O)CSc1nc2ccccc2n2cnnc12,0,3,-1,-6,0.9,-5,0,1,0,-4
OC[C@@H]1CN(Cc2ccc(Cl)cc2)C[C@H](n2cnc3c(NCc4ccc(F)cc4)ncnc32)O1,-3,14,9,2,1.3,0,6,4,1,8
COc1ccc(CNC(=O)CN2C(=O)NC(C)(c3cccc(Br)c3)C2=O)cc1 (stereo not given),-5,-6,-2,-1,0.1,0,0,1,1,17
Cc1cccc(NC(=O)CCCc2ccccc2)c1,2,-6,-5,1,0.1,0,0,2,-5,5
O=C(NCc1ccccc1)C(c1cccnc1)N(C(=O)c1ccccn1)c1cccc(F)c1 (stereo not given),-3,1,-5,0,0.3,1,0,1,-2,-3
CC(CC(=O)NCCc1ccc(S(N)(=O)=O)cc1)c1ccccc1 (stereo not given),1,1,7,0,-0.2,-5,-2,3,3,-11
Cc1cccc(CCNC(=O)C2CCN(S(=O)(=O)N3CCOCC3)CC2)c1,6,1,7,4,0.5,2,-6,-3,-9,-1
O=C(NCCNC(=O)c1ccccc1F)c1ccccn1,-4,0,-11,-2,-0.4,0,1,-3,-5,2
O=C(NNC(=O)C1CCCCC1)c1cnccn1,11,-5,4,-30,0.2,6,-1,-1,-1,-5
CC(=O)Nc1ccc(NC(=O)N(c2ccccc2)c2ccccc2)cc1,-1,1,10,8,-0.2,-1,3,1,-5,10
COc1ccccc1/C=C/C(=O)OCCN1CCOCC1,0,-2,-16,0,0.8,-8,-13,-10,-14,-7
CC1=C(C(=O)OCc2ccccc2)C(c2ccc(-c3ccccc3)cc2)NC(=O)N1CCCCCC(=O)O (stereo not given),-8,1,-17,4,0.2,-4,5,0,-1,-2
CCOc1ccc(OCc2ccc(C(=O)N3CCCC(C)C3)cc2)cc1 (stereo not given),1,-5,-3,-2,0.6,0,1,1,1,-9
COc1cc(NC(=S)N2CCN(c3ccccn3)CC2)c(OC)cc1Cl,5,6,8,3,0.2,3,0,-4,-4,0
COc1ccc(CCNC(=O)C2CCN(C(=O)c3cccs3)CC2)cc1,0,5,5,4,0.2,-1,-1,0,2,-13
O=[N+]([O-])c1ccc(Oc2ccc(S(=O)(=O)N3CCOCC3)cn2)cc1,1,-4,-2,2,-0.4,4,-7,0,-8,6
CCC(=O)Nc1nnc(S(=O)(=O)N(C)c2ccccc2)s1,-3,-6,-8,-4,0.7,1,-1,4,4,-7
O=C(Cc1ccc([N+](=O)[O-])cc1)Nc1ccc2c(c1)OCO2,4,0,-7,1,0.0,5,-2,0,-3,6
Cc1ccc(CN2CCN(Cc3ccon3)CC2CCO)cc1 (stereo not given),2,9,5,1,0.8,-6,1,-3,3,-6
COc1cc(OC)cc(-n2nnnc2SCC(=O)NCc2ccc3c(c2)OCO3)c1,1,5,-9,5,0.5,6,-5,0,-1,1
CC(NC(=O)C(=O)NN=C1CCC(C(C)(C)C)CC1)c1ccccc1 (stereo not given),4,8,3,0,0.4,5,-1,0,-1,2
Cc1nc2ncnn2c(N2CCN(c3cccc(C(F)(F)F)c3)CC2)c1C,8,5,-8,-2,-0.8,-3,3,3,2,-8
COc1cc(CC(=O)Nc2nc(-c3ccc(F)c(F)c3)cs2)cc(OC)c1OC,-3,3,17,1,0.3,0,2,-3,-1,10
O=C(CCS(=O)(=O)c1cc(Br)cc2c1N(C(=O)C1CC1)CC2)NCc1ccco1,7,-1,-1,-1,0.5,-3,1,3,0,-5
Cc1nc2cc(C(=O)OCC(=O)NC(C)C(C)C)ccc2n1-c1ccccc1 (stereo not given),-7,-2,10,3,1.0,1,2,-18,-20,0
COc1ccc2c(c1)sc(=NC(=O)CS(=O)(=O)c1ccc(F)cc1)n2C,8,4,-9,-1,0.6,3,-9,-20,-26,-2
O=C(COC(=O)CCC1CCCC1)Nc1nc2c(F)c(F)c(F)cc2s1,9,14,7,-1,0.2,-1,-1,-3,-4,-13
Cn1c(-c2ccc(F)cc2)cnc1SCC(=O)NCc1ccco1,-1,-8,-16,1,-0.9,5,-3,2,-1,1
OC(c1ccccc1)(c1nc(-c2ccc3ccccc3c2)cs1)C(F)(F)F (stereo not given),5,5,-3,0,-0.2,-2,8,3,1,1
O=C(CN1C(=O)c2ccccc2S1(=O)=O)Nc1ccccn1,-3,1,3,4,-0.6,-2,1,3,-2,5
N#C/C(=C/c1cn(-c2ccccc2)nc1-c1cccc(OCc2ccc(F)cc2)c1)C(=O)NCCCn1ccnc1,-2,-3,13,-2,-0.7,-2,-2,-20,-8,5
CN(CC(=O)Nc1ccc(F)c(F)c1)S(=O)(=O)c1cccc2nsnc12,-8,0,7,1,0.2,0,0,1,3,-4
CNc1nc(Nc2ccccc2)nc(OCC(F)(F)F)n1,-2,6,-1,1,-0.2,-1,0,-1,1,-3
Cc1cc(NC(=O)COC(=O)C2CC(=O)N(c3cccc(C)c3C)C2)no1 (stereo not given),4,5,7,-1,0.3,4,-6,-2,-6,8
O=C(Nc1nc(-c2cccs2)cs1)c1ccc([N+](=O)[O-])o1,-7,-6,0,-1,-0.3,-9,3,-9,-14,2
CS/C(N)=N/S(=O)(=O)c1ccc(NC(C)=O)cc1,11,10,2,-2,0.4,-8,-2,1,1,-8
CCc1ccc(-c2ccc(C(=O)O)cc2)nc1,-6,1,10,0,-0.3,-4,-2,4,3,5
CCc1nnc(NC(=O)CSc2nnc(C3CCCCC3)n2-c2cccc(Cl)c2)s1,-1,-6,3,5,0.1,0,-5,1,-1,12
O=C(CN1CCC(O)(c2ccc(F)cc2)CC1)NCc1ccc(F)cc1,2,2,15,-3,-0.1,2,3,3,2,-11
Cc1cc([N+](=O)[O-])ccc1NCc1ccco1,-1,3,-1,-1,-0.4,-3,2,5,3,-8
COc1cc(-c2nnc3sc(Cc4ccc(Cl)cc4)nn23)cc(OC)c1OC,-10,-2,3,2,0.6,0,3,2,-120,0
COc1ccc(-c2noc(CSc3nc4ccccc4c(=O)n3-c3ccc(C)cc3)n2)cc1,-4,-6,0,4,0.3,1,0,1,3,8
CN=C1S/C(=C\c2cn(CC(=O)OC)c3ccccc23)C(=O)N1C,4,-6,0,1,-1.1,2,0,-1,2,-3
COc1ccc(S(=O)(=O)N2CCC(C(=O)NC3CC(C)(C)NC(C)(C)C3)CC2)cc1,-5,9,-8,1,-1.1,-1,-1,4,-7,-5
O=C(NC1CCCCC1)C(c1ccnc2ccccc12)n1c(=O)c(-c2cc3ccccc3[nH]2)nc2ccccc21 (stereo not given),0,-4,21,-3,-59,-6,-89,i,i,12
CCn1c(SCC(=O)NCC2CCCO2)nc2cc(S(=O)(=O)N3CCCCC3)ccc21 (stereo not given),-2,1,9,-3,0.7,-6,0,1,5,-5
C/C(=N\NC(=O)Cc1ccc(Cl)cc1)c1ccc(F)cc1,-2,2,0,-3,-0.3,0,0,-1,-7,13
COc1ccccc1NC(=S)NC(=O)CC(C)C,7,3,10,2,-0.3,0,0,1,-1,-16
O=C(NCC1CCCN1S(=O)(=O)c1cccs1)c1ccc(Cl)cc1 (stereo not given),8,-2,6,1,-0.2,3,-5,2,-8,14
NC(=O)c1ccsc1NC(=O)c1nc(-c2ccccc2)n(-c2ccccc2)n1,-1,-18,0,0,4.2,2,-6,-37,-49,13
CC(=O)N1CCN(CC(O)COc2ccc(Br)cc2)CC1 (stereo not given),0,-6,-7,1,-0.1,-2,5,8,-2,9
C=CCOc1nc(N2CCCC2)nc(N2CCCC2)n1,4,0,-12,3,-0.1,1,-1,4,6,-12

# Outcome played no part in choosing rows; about 4.1% have a hit in one of these screens.
